ssDAF12 agonist – activators of S. stercoralis DAF-12 nuclear receptor; HEK293 ssDAF-12/GRIP1 lit1-tk-luc reporter, luminescence; % of 3 µM dafachronic acid response; AID 652126; activation, % at 6.8 µM; 370,000 tested, 1% active;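 active means activation above the mean over all tested compounds plus 3 SD, cut at about 0.9% in these data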;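 further: 0% = DMSO-only wells and 100% = 3 µM delta7-dafachronic acid wells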
GAA850 FXN act – activators of GAA850 frataxin (FXN) promoter; 360,000 tested, 0.56% active; HEK293 lucGAA850 FXN promoter luciferase reporter, 24 h; percent of 10 µM SAHA response; activation, % at 6 µM;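 active means activation above the average of all compounds screened plus 3 SD, cutoff fixed separately per campaign, cut at about 7.5% in these data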;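 further: 0% = DMSO wells and 100% = 10 µM SAHA wells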
GC-A act – GC-A (human) enzyme activation; HEK293 GC-A cells, cGMP TR-FRET, EC30 ANP; 0% at EC30 ANP, 100% saturating ANP; activation, % at 10 µM; 370,000 tested, 0.14% active; AID 1671463; P16066; in the data active means activation above about 40%
DAX1 inh-1 – blocks DAX1 repression of SF-1 activated StAR promoter; 370,000 tested, 1.1% active; HEK293T StAR-luciferase reporter, SF-1/DAX-1 repression relief; AID 652010; inhibition, % at 6.8 µM;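 active means inhibition above the mean over all tested compounds plus 3 SD, cut at about 3.6% in these data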;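 further: 0% = DAX-1 cells with DMSO and 100% = cells lacking DAX-1 with DMSO; higher inhibition means more luminescence from relief of DAX-1 repression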
hcDAF-12 act – H. contortus DAF-12 activation, primary screen; HEK293 hcDAF-12 lit1-tk-luc reporter, luminescence; 0% DMSO, 100% Δ7-dafachronic acid; activation, % at 6.8 µM; 370,000 tested, 1.4% active; AID 652067;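 active means activation above the mean of all tested compounds plus 3 SD, cut at about 5.5% in these data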;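 further: 100% = response to 3 µM Δ7-dafachronic acid high control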
ADAM10 inh – ADAM10 inhibition, QFRET primary screen; recombinant ADAM10, EDANS/DABCYL FRET peptide cleavage, 3 h; inhibition, % at 7 µM; 370,000 tested, 0.62% active; AID 720582;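 active means inhibition above a per-campaign cutoff equal to the mean of compounds falling between control-based bounds plus 3 SD, cut at about 20% in these data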;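 further: 0% = DMSO wells while the 100% control is not disclosed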
Target sequence (O14672 214-748 limits assumed): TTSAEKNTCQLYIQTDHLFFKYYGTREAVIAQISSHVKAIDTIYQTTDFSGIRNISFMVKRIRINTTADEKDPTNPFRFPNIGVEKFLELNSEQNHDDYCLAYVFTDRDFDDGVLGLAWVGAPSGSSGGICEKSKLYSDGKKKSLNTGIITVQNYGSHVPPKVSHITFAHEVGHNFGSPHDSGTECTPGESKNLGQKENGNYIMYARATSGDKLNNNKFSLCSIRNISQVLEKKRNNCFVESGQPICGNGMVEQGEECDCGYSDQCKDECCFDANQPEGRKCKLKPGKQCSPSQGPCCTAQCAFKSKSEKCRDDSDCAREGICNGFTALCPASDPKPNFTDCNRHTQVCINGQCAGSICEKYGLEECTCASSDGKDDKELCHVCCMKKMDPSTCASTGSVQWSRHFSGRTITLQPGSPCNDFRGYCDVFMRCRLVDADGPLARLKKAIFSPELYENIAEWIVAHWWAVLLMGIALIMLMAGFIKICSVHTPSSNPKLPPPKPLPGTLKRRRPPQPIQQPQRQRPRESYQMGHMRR
SMARCA2 activ – SMARCA2 function activation, primary screen; activation, % at 9.1 µM; MG213 cells, MMTV-luciferase reporter, dexamethasone, overnight; 370,000 tested, 1% active; in the data active means activation above about 7.8%;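 further: 0% = vehicle wells and 100% = reference activator wells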
NPR2 activator – GC-B (human) receptor activation; 370,000 tested, 0.11% active; activation, % at 10 µM; P20594; HEK293-GC-B cells, CNP EC30, cGMP TR-FRET; 0% at EC30 CNP, 100% saturating CNP;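 active means activation at 10 µM reaching about 35% in either raw or pattern-adjusted values, limit read from the data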
hgDAF-12 ag – agonists of H. glycines DAF-12 nuclear receptor; 370,000 tested, 1.8% active; activation, % at 6.8 µM; HEK293 GAL4-hgDAF12 UAS-luciferase reporter, agonist luminescence; normalized to butyrate control; AID 687014;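 active means activation above a cutoff set at the mean of all screened compounds plus 3 SD, cut at about 10% in these data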;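 further: 0% = DMSO wells and 100% = sodium butyrate wells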
DAX1 inh-2 – inhibits human nuclear receptor DAX1 | inhibition, % at 6.75 µM | AID 504766 | P51843 | HEK293 Gal4-DAX1 luciferase reporter, luminescence | 340,000 tested, 0.99% active;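 active means inhibition above the mean over all tested compounds plus 3 SD, cut at about 4.2% in these data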;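 further: 0% = DAX1-transfected cells with DMSO and 100% = empty-vector control cells with DMSO; inhibition shows as a rise in luminescence from relieved DAX1 repression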
sPLA2-III inh – Blocks human group III sPLA2 activity. 370,000 tested, 0.56% active. QFRET BODIPY PC-A2 liposome hydrolysis, fluorescence. Q9NZ20. inhibition, % at 12.2 µM. AID 743126;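 active means inhibition above mean plus 3 SD of compounds lying within the high and low control bounds, cut at about 19% in these data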;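 further: 0% = median of test compound wells and 100% = no enzyme DMSO wells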
Target sequence (Q9NZ20 whole entry, looked up): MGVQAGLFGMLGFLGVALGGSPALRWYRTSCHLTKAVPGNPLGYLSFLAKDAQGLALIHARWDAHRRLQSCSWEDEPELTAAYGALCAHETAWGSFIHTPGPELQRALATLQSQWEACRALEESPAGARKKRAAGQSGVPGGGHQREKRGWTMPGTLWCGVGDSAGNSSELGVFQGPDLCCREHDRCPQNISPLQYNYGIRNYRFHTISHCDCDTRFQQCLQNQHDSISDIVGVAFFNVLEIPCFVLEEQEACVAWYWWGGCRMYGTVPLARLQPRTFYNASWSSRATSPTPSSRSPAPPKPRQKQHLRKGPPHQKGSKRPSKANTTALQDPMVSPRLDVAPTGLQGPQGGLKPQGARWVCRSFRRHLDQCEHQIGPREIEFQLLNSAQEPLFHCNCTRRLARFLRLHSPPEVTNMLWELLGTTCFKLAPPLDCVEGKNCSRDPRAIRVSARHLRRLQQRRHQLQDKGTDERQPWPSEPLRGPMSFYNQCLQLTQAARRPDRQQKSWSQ
* marks the source's active call; other numbers are inactive results; i = inactive; · = not tested or not shown.

SMILES | ssDAF12 agonist | GAA850 FXN act | GC-A act | DAX1 inh-1 | hcDAF-12 act | ADAM10 inh | SMARCA2 activ | NPR2 activator | hgDAF-12 ag | DAX1 inh-2 | sPLA2-III inh
Cc1cc(=O)[nH]c2c1c(=O)[nH]n2C1CC(C)N(C)CC1C (stereo not given) | -1.0 | 0.7 | -2.6 | -0.6 | -0.9 | -10.5 | -0.8 | 2.3 | 2.5 | 2.1 | 1.3
Cc1noc(C)c1-c1ccc(C(=O)NCCc2ccccc2)c2occc12 | 0.4 | 3.1 | 1.1 | 0.8 | 1.8 | -11.3 | -1.3 | 4.8 | 2.4 | · | 2.0
COCCCn1c(=N)c(C(=O)NCC2CCCO2)cc2c(=O)n3ccccc3nc21 (stereo not given) | -0.9 | 1.9 | 12.9 | -0.5 | 0.1 | i | -3.2 | 3.7 | -2.1 | 1.5 | 7.4
CCOc1ccccc1NC(=O)CN1C(=O)C(C)SC(C)C1=O (stereo not given) | -0.3 | 0.2 | -1.1 | 0.8 | 0.0 | 9.2 | 0.2 | -0.4 | 4.2 | -0.9 | 1.9
CC(=NCCCn1ccnc1)c1c(O)n(Cc2ccccc2)c(=O)[nH]c1=O | -1.5 | -1.1 | 2.8 | 1.8 | -0.8 | 4.3 | -0.1 | 2.9 | -0.6 | 0.5 | 5.6
CC(C)Oc1ccc(C2CC(=O)NC3=C2C(=O)CCC3)cc1 (stereo not given) | -0.8 | 2.5 | 2.3 | 0.6 | -1.1 | -8.0 | 0.8 | 1.8 | 0.2 | -0.9 | -2.3
CCN(CC)C(=S)Nc1ccc2nc3n(c(=O)c2c1)CCCCC3 | 0.2 | -1.1 | 1.7 | 0.4 | -1.6 | -99.2 | -3.7 | 0.8 | -1.3 | 0.4 | 3.5
CCN1C(=S)N[C@@H](c2cccs2)C(C(=O)OC)=C1C | -1.0 | 1.3 | 29.4 | -0.3 | 1.0 | 0.8 | 0.5 | 35.0* | 0.5 | 2.0 | 2.6
Cc1ccc(CNC(=O)CCSCc2ccccc2C)cc1 | -0.6 | 1.6 | -1.9 | 0.0 | -1.0 | -1.7 | -0.8 | -0.6 | 0.1 | 1.3 | -4.9
CCOC(=O)c1c(NC(C)=O)sc2c1C1CCN2CC1 | -1.5 | 3.4 | -19.1 | 0.5 | 0.0 | -15.6 | -0.4 | 3.3 | -1.4 | -0.3 | -0.8
CS(=O)(=O)c1[nH]nc(-c2ccccc2Cl)c1C#N | -1.1 | 0.9 | 0.5 | -0.1 | 0.7 | 3.2 | -2.0 | 3.8 | -0.6 | · | -8.3
CCCCOc1nc2ccccc2nc1C(C#N)C(=O)NC1CCCCC1 (stereo not given) | -0.8 | 0.4 | 2.7 | -0.5 | -1.3 | -1.5 | 5.7 | -4.5 | -1.4 | -0.6 | 2.5
Cc1ccc(S(=O)(=O)N2CCOCC2)cc1NC(=O)CSc1nnnn1C1CCCC1 | -1.7 | -0.4 | -1.6 | -0.7 | -1.0 | 8.3 | -4.3 | -2.7 | -1.1 | 0.3 | -14.1
CC1C(c2ccccc2)OCCN1C=NC#N (stereo not given) | -0.7 | -0.6 | 2.5 | -0.8 | -1.6 | -19.0 | -5.3 | 4.5 | 1.9 | 1.3 | 8.6
Cc1nc2ccccc2n1Cc1ccc(Br)cc1 | -2.8 | -1.9 | 23.0 | -1.4 | -4.7 | -15.9 | -6.4 | -3.8 | -7.3 | -6.0 | -3.4
COc1ccc2[nH]c(=O)c(CN(C(C)=O)c3cc(C)ccc3C)cc2c1 | -1.4 | -1.1 | -14.6 | 0.2 | 0.1 | -144.4 | -3.4 | -10.6 | 0.8 | -0.6 | 4.0
O=C([C@@H]1CCCN1C1=NS(=O)(=O)c2ccccc21)N1CCN(c2ccccc2)CC1 | -1.7 | -1.2 | 0.1 | -1.0 | -0.9 | -2.0 | -0.4 | 6.0 | -2.1 | -0.1 | -6.3
O=[N+]([O-])c1ccc(S(=O)(=O)NCCc2cn3ccccc3n2)cc1 | -1.3 | -0.3 | -1.3 | 0.7 | -0.4 | -8.1 | -2.5 | -5.3 | 0.5 | -0.2 | 4.0
CC(=O)Nc1ccc(C(=O)NNC(=O)c2ccc(Cl)cc2Cl)cc1 | -1.4 | 1.3 | -3.4 | -0.4 | -0.4 | -2.9 | 0.7 | 0.1 | 1.1 | -0.7 | -0.1
O=C(COC(=O)c1n[nH]c2ccccc12)Nc1ccc([N+](=O)[O-])cc1 | -1.1 | 3.7 | 3.0 | -0.5 | -1.1 | 4.1 | -3.4 | -4.0 | 1.0 | -0.1 | -22.2
COc1ccc(C(=O)NCC(=O)OCC(=O)NCc2ccco2)cc1 | -0.7 | 1.4 | -1.8 | 1.4 | 1.2 | -15.1 | -1.8 | -4.0 | -0.6 | 0.1 | 15.8
COC(=O)C(Cc1ccc(O)cc1)NC(=O)c1ccccc1 (stereo not given) | -0.7 | -0.3 | 7.2 | -0.7 | 0.3 | 0.8 | -0.9 | 2.8 | 2.1 | 2.0 | 6.9
O=C(Oc1ccccc1)N1CCN(c2ccccc2F)CC1 | -0.6 | -0.3 | 4.0 | 0.1 | -2.0 | 8.9 | 1.4 | 0.0 | 2.3 | 0.4 | 0.0
Cc1n[nH]c(C)c1CCC(=O)N/N=C/c1cccc([N+](=O)[O-])c1 | -0.3 | 2.0 | 4.7 | 0.0 | -1.3 | -6.2 | -0.6 | -3.5 | -3.4 | · | -3.5
Oc1ccc(C2C(c3ccccc3)=NN=C(c3ccccc3F)N2O)c(O)c1 (stereo not given) | -1.2 | 1.4 | 11.7 | 1.7 | -0.8 | 3.2 | 0.7 | -0.3 | 3.9 | 1.1 | -18.9
OC(COc1cccc2ccccc12)CN1CCCC1 (stereo not given) | -0.9 | -2.3 | -2.4 | 0.2 | 0.1 | -8.8 | -4.2 | -2.4 | -0.9 | 1.7 | 9.0
CCC1(C)Cc2ccccc2-c2nc(-c3ccccc3)oc(=O)c21 (stereo not given) | -1.2 | 2.2 | -5.9 | 0.3 | -1.2 | -8.0 | -0.8 | 0.6 | 1.4 | -0.2 | 3.0
O=C(NCCCN1CCCC1=O)Nc1ccc(F)c(Cl)c1 | -1.3 | 0.7 | 2.6 | 0.4 | 0.3 | 13.3 | -0.6 | -2.5 | 2.8 | 1.1 | 3.1
Cc1ccc(C(=O)NC(C(=O)NC2CCCC2)c2ccccc2)cc1 (stereo not given) | -1.3 | 0.1 | 0.6 | 0.6 | -2.6 | 0.7 | -1.9 | 1.9 | -1.6 | -2.2 | 10.5
COc1ccc(NC(=S)N2CCN(Cc3ccccc3)CC2)cc1 | -0.9 | 2.9 | 0.9 | 0.0 | -2.4 | 4.4 | -1.0 | -0.9 | -5.0 | 0.7 | 7.0
CCOc1c(C)cnc2c1c(=O)n(Cc1c(F)cccc1Cl)c(=O)n2C | -1.2 | 1.4 | 2.2 | -0.2 | -0.2 | -2.1 | 0.2 | 5.6 | 2.3 | -0.1 | -0.5
O=C(CNC(=S)N(Cc1ccccc1)Cc1ccccc1F)NCc1ccc(Cl)cc1 | -2.1 | -0.6 | -4.3 | -0.8 | -1.1 | 17.5 | -4.2 | -1.9 | 1.3 | -0.2 | -20.0
Cc1ccc(CC(C)(O)CC(C)(O)Cc2ccc(C)cc2)cc1 (stereo not given) | -1.1 | -0.9 | -0.3 | -0.2 | -0.6 | 1.7 | -3.5 | 1.0 | 7.9 | -1.1 | -9.4
COc1ccc(/C=N/NC(=O)c2sccc2C)c2ccccc12 | 0.1 | 1.4 | -4.4 | 1.4 | 3.0 | -28.1 | 6.7 | -8.0 | 14.6* | 6.2* | -6.9
Cc1cc(C)nc(/N=C(\N)Nc2ccc(CC(=O)OC(C)C)cc2)n1 | -2.3 | -1.3 | -8.2 | -1.6 | -4.4 | -1.2 | -2.3 | -0.1 | -6.6 | -5.7 | 13.1
CCCCn1c(SCC(=O)NC2CC2)nc2cc(C(=O)OC)ccc2c1=O | -1.2 | 0.2 | 7.3 | 0.7 | -1.5 | -10.1 | -1.9 | 7.4 | 0.1 | -0.4 | 10.2
Cc1ccc(S(=O)(=O)N2CCOCC2)cc1NC(=O)c1cccc(S(=O)(=O)N2CCCC2)c1 | -1.8 | 0.2 | -3.2 | -0.4 | -1.9 | 0.1 | -3.8 | 4.2 | -2.6 | -1.1 | -3.2
CC(=O)SC1CC2=CC(=O)CCC2(C)C2CCC3(C)C(CCC34CCC(=O)O4)C12 (stereo not given) | -2.0 | -3.5 | -10.4 | -0.5 | -2.1 | 0.0 | -3.6 | -3.2 | -2.5 | -0.7 | 5.8
C=CCN(CC=C)S(=O)(=O)c1ccc(NC(=O)COc2ccccc2OC)cc1 | -1.3 | -1.6 | 0.2 | -0.1 | -1.8 | 7.8 | -6.7 | 0.1 | -2.4 | -0.7 | -37.5
CCOC(=O)C1(S(=O)(=O)c2ccccc2)CCN(Cc2ccccc2)CC1 | -1.6 | 1.6 | -0.1 | 0.2 | -1.4 | 5.5 | 0.5 | 0.7 | 0.8 | -0.8 | -6.2
CCOC(=O)C1(Cc2ccccc2C)CCCN(S(=O)(=O)c2cccnc2)C1 (stereo not given) | -0.9 | 2.4 | -8.3 | -0.3 | -1.6 | -3.0 | 0.5 | 7.2 | -0.5 | -1.1 | -7.0
S=C(NCc1ccccc1)N1CCN(c2cccc(Cl)c2)CC1 | -1.5 | 2.2 | -7.3 | -0.6 | -1.2 | 9.1 | -0.8 | -0.5 | -1.0 | 1.7 | -2.1
CCOCCCNC(=O)N[C@@H](Cc1ccccc1)C(=O)OC | -1.0 | 1.3 | 2.6 | -0.4 | -2.5 | -13.3 | -4.9 | -2.2 | -1.6 | -0.3 | 8.2
CCCOc1ccc(C(C)=O)cc1CN1CCOCC1 | -1.0 | 0.7 | 1.9 | -0.5 | -1.5 | -4.2 | -2.3 | 14.8 | -1.4 | -0.6 | 1.0
Cc1ccc(SCC(=O)c2cc(C)c(OC(=S)N(C)C)c(C)c2)cc1 | -1.1 | 1.7 | 3.0 | 0.3 | 1.2 | 4.5 | 4.6 | 8.8 | 4.4 | 3.2 | -24.9
Cc1cc(=O)n2[nH]c(Nc3cccc(Cl)c3)nc2n1 | -1.8 | 0.9 | -2.5 | 0.3 | -2.0 | -0.5 | 1.0 | 2.8 | -1.1 | 0.7 | 6.8
COc1ccc(N2CCN(C(=O)NC34CC5CC(CC(C5)C3)C4)CC2)cc1 | -1.2 | 1.2 | -0.5 | -0.3 | -2.5 | -13.6 | -3.7 | 4.5 | -3.9 | -0.5 | 11.9

Complete entries as entered above. Order of screens: ssDAF12 agonist, GAA850 FXN act, GC-A act, DAX1 inh-1, hcDAF-12 act, ADAM10 inh, SMARCA2 activ, NPR2 activator, hgDAF-12 ag, DAX1 inh-2, sPLA2-III inh
CS(=O)(=O)c1[nH]nc(-c2ccccc2Cl)c1C#N across the screens: -1.1, 0.9, 0.5, -0.1, 0.7, 3.2, -2.0, 3.8, -0.6, ·, -8.3
CCOc1ccccc1NC(=O)CN1C(=O)C(C)SC(C)C1=O (stereo not given) across the screens: -0.3, 0.2, -1.1, 0.8, 0.0, 9.2, 0.2, -0.4, 4.2, -0.9, 1.9
